Plk1 PBD FP – inhibitors of human Plk1 polo box domain binding | inhibition, %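 (tested at about 20 µM)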 | actives 0.13% (n = 97,000) | AID 693 | Plk1 PBD phosphopeptide binding, fluorescence polarization; in the data active = inhibition above about 34%, passing the limit was not always enough
PTPN22 inh 2 – blocks human PTPN22 phosphatase activity; recombinant LYP catalytic domain, DiFMUP fluorescence; inhibition, % at 2 µM; actives 0.21% (n = 96,000);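 active = inhibition at 2 µM at or above a set limit, the screen mean plus 3 SD, cut at about 24% in these data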;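 note: 0% = DMSO with enzyme and 100% = enzyme fully blocked by orthovanadate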
PTPN22 act – activators of human LYP (PTPN22) phosphatase. activation, % at 2 µM. recombinant LYP, DiFMUP fluorescence; 0 = plate median, 100 = signal doubled. Q9Y2R2. actives 0.11% (n = 96,000);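 active = activation at 2 µM above a set limit, the mean plus 5 SD, cut at about 37% in these data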
cytoskel mod – cytoskeleton assembly modification; HUVEC TNFa F-actin phalloidin imaging, high content; actives 0.18% (n = 91,000); inhibition, % at 2 µM;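 active = inhibition above the batch mean plus 3 SD and confirmed as a hit by visual image inspection, cut at about 30% in these data, passing the limit was not always enough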; note: strong numbers were not always called active
FAK inh – blocks human focal adhesion kinase activity; Q05397; biochemical FAK kinase activity assay; inhibition, %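 (tested at 7 µM)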; actives 0.84% (n = 97,000); in the data active = inhibition above about 19%;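 note: 0% = DMSO and 100% = reference compound high control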
Pyk2 oligo antag – blocks oligomerization of human Pyk2 in cells | Q14289 | Q293 cells, Pyk2 FERM NanoBiT luminescence; stronger effect = lower value | z-score (the deposit names both 25 µM and 10 µM) | actives 0.83% (n = 99,000) | AID 1347419;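 active = Z-score of -3 or lower, scaled per plate to the spread of control and sample wells; inactive = z-score above -3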;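 note: negative z-score means lost luminescence so less FERM oligomerization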
Target sequence (Q14289 whole entry, looked up): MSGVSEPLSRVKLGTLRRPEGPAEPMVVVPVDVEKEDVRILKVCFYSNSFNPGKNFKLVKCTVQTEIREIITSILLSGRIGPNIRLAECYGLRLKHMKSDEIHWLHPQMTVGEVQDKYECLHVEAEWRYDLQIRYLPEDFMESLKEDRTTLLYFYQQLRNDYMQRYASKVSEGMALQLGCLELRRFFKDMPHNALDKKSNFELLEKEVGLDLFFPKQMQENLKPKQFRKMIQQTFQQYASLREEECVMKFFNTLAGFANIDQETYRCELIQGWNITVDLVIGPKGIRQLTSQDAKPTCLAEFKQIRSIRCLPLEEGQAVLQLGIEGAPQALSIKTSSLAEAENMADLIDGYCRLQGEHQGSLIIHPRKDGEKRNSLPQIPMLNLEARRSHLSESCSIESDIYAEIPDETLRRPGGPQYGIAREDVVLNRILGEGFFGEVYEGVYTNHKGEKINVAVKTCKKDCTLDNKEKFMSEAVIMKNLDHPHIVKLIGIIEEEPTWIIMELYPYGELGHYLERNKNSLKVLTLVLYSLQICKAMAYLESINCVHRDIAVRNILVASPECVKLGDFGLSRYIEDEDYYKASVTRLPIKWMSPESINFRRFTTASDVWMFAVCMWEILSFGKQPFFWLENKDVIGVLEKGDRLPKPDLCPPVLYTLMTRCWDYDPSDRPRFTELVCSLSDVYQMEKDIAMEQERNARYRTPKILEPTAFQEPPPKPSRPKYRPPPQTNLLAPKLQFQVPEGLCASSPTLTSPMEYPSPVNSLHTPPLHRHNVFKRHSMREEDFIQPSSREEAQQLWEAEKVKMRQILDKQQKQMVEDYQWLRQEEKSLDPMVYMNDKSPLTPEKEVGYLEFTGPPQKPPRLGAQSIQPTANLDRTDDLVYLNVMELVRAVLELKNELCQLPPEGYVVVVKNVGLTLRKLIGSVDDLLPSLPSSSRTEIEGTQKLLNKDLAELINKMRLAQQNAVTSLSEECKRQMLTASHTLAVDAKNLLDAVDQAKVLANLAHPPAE
Rev-RRE block – inhibitors of HIV-1 Rev-RRE RNA interaction; inhibition, % at 8 µM; actives 0.79% (n = 97,000); Rev peptide-RRE RNA binding, FRET; AID 704; P05866;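 active = inhibition above the screen-wide mean plus 3 SD, cut at about 35% in these data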;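 note: 0% = median DMSO wells and 100% = median Neomycin B control wells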
Target sequence (P05866 whole entry, looked up): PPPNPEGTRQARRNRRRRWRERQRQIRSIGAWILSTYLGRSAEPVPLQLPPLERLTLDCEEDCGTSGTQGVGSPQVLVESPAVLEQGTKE
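assay system = Cy5-tagged RRE RNA duplex with fluorescein-tagged Rev peptide | incubation = 5 + 15 min at 25 °C | also added = labelled Rev peptide | measure = % inhibition of FRET ratio versus controls | benchmarks = DMSO wells as 0% and neomycin B wells as 100% inhibition | measured by = FRET fluorescence readout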
PLK1 kinase inh – PLK1 (human) kinase inhibition; P53350; recombinant PLK1 kinase, TR-FRET peptide phosphorylation; inhibition, % at 10 µM; actives 0.53% (n = 97,000); AID 619;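 active = inhibition of 50% or more in the single-concentration screen; inactive = inhibition below 50%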;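 note: 0% = DMSO max control and 100% = H-89 dihydrochloride min control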
EphB4 antag – blocks human EphB4 binding to ephrin-B2; P54760; inhibition, % at 7 µM; EphB4 LBD / TNYL-RAW-Alexa532 peptide, fluorescence polarization; actives 0.15% (n = 97,000);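 active = inhibition above the screen-wide mean inhibition plus 3 SD, cut at about 15% in these data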;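 note: 0% = DMSO wells and 100% = excess unlabeled TNYL-RAW peptide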
An asterisk follows results filed as active; · = no result given.

SMILES	Plk1 PBD FP	PTPN22 inh 2	PTPN22 act	cytoskel mod	FAK inh	Pyk2 oligo antag	Rev-RRE block	PLK1 kinase inh	EphB4 antag
COc1cccc(-c2nnc(-c3ccc(C)o3)o2)c1	4	-2	1	-47	0	0.34	9	-8	-9
O=C(OCc1cc2ccccc2[nH]c1=O)C1CCCCC1	-7	3	-3	-18	6	0.09	15	10	4
O=C(O)[C@H](Cc1ccccc1)N1C(=O)c2ccncc2C1=O	5	-13	10	-13	-10	0.36	6	-21	-2
Cc1ccc(NC(=S)NC2CC3CCC(C2)N3Cc2ccco2)c(C)c1 (stereo not given)	-2	19	-17	-4	-1	0	-4	-11	2
Cc1ccc(CS(=O)(=O)CCC(=O)NCCC(C)C)cc1	-4	5	-3	-4	-5	-0.23	-4	-16	-6
Cc1cc(C(=O)Nc2sc3c(c2C#N)CCC(C)C3)no1 (stereo not given)	13	3	-4	-28	-4	1.6	4	-10	-2
CCC1(C)Cc2c(sc3nc(SCC(=O)O)[nH]c(=O)c23)CO1 (stereo not given)	30	-11	7	4	0	1.1	3	-6	0
O=C1CC(c2ccccc2)CC(O)=C1C=NC1CCCCCC1 (stereo not given)	-21	8	-5	27	-3	-1.1	10	-5	3
COc1cccc(NC(=O)C2CCCN2C(=O)Nc2cccc(F)c2)c1 (stereo not given)	-10	10	-7	-39	10	0.69	8	-13	-4
Cc1cc(C)cc(CC(Cc2nc3ccccc3[nH]2)c2nc3ccccc3[nH]2)c1 (stereo not given)	-5	9	-4	-4	6	-1.1	14	-5	-8
CN(C)/C=N/c1cnc(C(=O)c2ccc(Cl)cc2)n1C	-24	-8	7	11	-1	0.46	2	-4	-6
COc1ccc(S(=O)(=O)N2CCN(c3ccc4nnc(-c5ccccc5)n4n3)CC2)cc1	14	3	-4	-10	7	·	12	-18	9
CC1=CC(C)C2C(=O)N(O)C(=O)C2C1 (stereo not given)	-6	0	2	-1	-4	0.41	11	-33	6
CC(NC(=O)Cn1cc(C(=O)C2CC2)c2ccccc21)c1ccccc1 (stereo not given)	0	-4	9	4	-4	-0.19	1	-1	2
CCn1c(COc2ccccc2C)nnc1SCC(=O)NC1CCCC1	-24	10	-12	-20	-2	0.15	0	-8	-3
CC(=O)Nc1ccc(S(=O)(=O)Nc2ccc(S(=O)(=O)N3CCCC3)cc2)cc1	-3	1	0	12	1	-0.01	6	-8	6
COc1ccc(C2CC(=O)C(C=NCCO)=C(O)C2)cc1OC (stereo not given)	2	-14	10	-15	-1	-0.22	3	-2	-4
CN(c1nc2c(c(=O)n(C)c(=O)n2C)n1CC(=O)c1ccccc1)C1CCCCC1	-19	-3	1	3	-2	-0.43	5	0	-8
CN(C)CCCn1c(-c2ccccc2)nc(=S)c2c1CCCC2	11	-3	0	18	6	-0.45	8	-11	-1
CC1CCN(C(=O)Nc2cccc(NC(=O)N3CCC(C)CC3)c2)CC1	-6	-1	-2	-5	3	1.1	5	-7	1
O=C1C2C3C=CC(C4CC34)C2C(=O)N1/N=C/c1ccc(-c2ccccc2[N+](=O)[O-])o1 (stereo not given)	-29	-1	3	5	1	0.16	12	-11	-3
COc1ccccc1C1C(C#N)=C(N)Oc2cc(C)n(Cc3ccccn3)c(=O)c21 (stereo not given)	9	1	0	-24	0	0.32	28	-3	6
CC(C)CCn1cnc2c(cnn2-c2ccc(F)cc2)c1=O	-19	-8	8	2	5	0.75	4	3	-1
O=C(COc1ccccc1)NCC(c1cccs1)N1CCOCC1 (stereo not given)	-12	-6	2	1	0	0.29	2	-9	2
O=C(Nc1cccc(C(F)(F)F)c1)NC1CCN(S(=O)(=O)c2ccc(F)cc2)CC1	-2	5	-3	8	2	-0.37	13	-3	0

Compound profiles, from the list above.
Profile of O=C(OCc1cc2ccccc2[nH]c1=O)C1CCCCC1 = Plk1 PBD FP = -7; PTPN22 inh 2 = 3; PTPN22 act = -3; cytoskel mod = -18; FAK inh = 6; Pyk2 oligo antag = 0.09; Rev-RRE block = 15; PLK1 kinase inh = 10; EphB4 antag = 4
Profile of O=C(O)[C@H](Cc1ccccc1)N1C(=O)c2ccncc2C1=O = Plk1 PBD FP = 5; PTPN22 inh 2 = -13; PTPN22 act = 10; cytoskel mod = -13; FAK inh = -10; Pyk2 oligo antag = 0.36; Rev-RRE block = 6; PLK1 kinase inh = -21; EphB4 antag = -2

(listing goes on)
SMILES	Plk1 PBD FP	PTPN22 inh 2	PTPN22 act	cytoskel mod	FAK inh	Pyk2 oligo antag	Rev-RRE block	PLK1 kinase inh	EphB4 antag
Cc1cc(Cl)c(OCCN2C(=O)NC(C)(C)C2=O)c(Br)c1	-18	7	-4	-10	0	-0.54	2	-15	3
CCOc1ccccc1C(=O)Nn1c(C2CCC2)nc2ccccc2c1=O	-2	-6	2	2	1	-1.5	6	-11	3
COCCCN1C(=O)C(=O)/C(=C(/O)c2ccc(OCC(C)C)cc2C)C1c1cccnc1 (stereo not given)	-3	13	-11	-29	1	2	-4	-24	1
c1ccc(-n2c(Cc3cccnc3)nc3cnccc32)cc1	-19	5	-8	13	2	1.4	6	25	4
Cc1ccccc1-c1ccc(=O)n(CC(=O)Nc2ccc(C(=O)N3CCCC3)cc2)n1	-2	6	-6	6	-1	-0.82	0	-15	6
CCNCCNC(=O)c1c(O)c2c([nH]c1=O)CCCC2	-37	4	-4	-4	-1	0.33	-4	-14	-5
COc1ccc([C@H]2[C@@H](C#N)[C@H](C#N)N3CCCN23)cc1	-11	12	-13	0	-1	0.68	8	-5	1
CC(=O)Nn1cnc2c(c1=O)C1(CCCCC1)Cc1ccccc1-2	-16	12	-10	25	0	-0.75	7	-11	-2
Cc1ccccc1N1CCN(C(=O)c2ccc(Oc3ccc(C(F)(F)F)cn3)cc2)CC1	-4	11	-8	0	8	-1	3	-1	-1
O=C(O)C1C2C=CC3(CN(CC(O)COc4ccccc4)C(=O)C13)O2 (stereo not given)	-16	-4	1	-23	1	0.1	9	-13	2
Cn1c(SCC(=O)NCc2ccco2)nc2ccccc2c1=O	-4	0	-2	-18	6	0	5	-14	-1
Cc1ccc(C)c(C(=O)C(C)OC(=O)c2cccn2C)c1 (stereo not given)	25	-11	8	0	-8	0.78	5	0	-12
Cc1ccc([N+](=O)[O-])cc1NC(=O)CN(C1CCCCC1)S(=O)(=O)c1ccc(Cl)cc1	-26	·	·	·	-10	1.9	9	-16	1
Cc1cccc(NC(=O)COc2ccc(Br)cc2)n1	-11	-6	3	1	-3	0.48	4	-8	-2
COc1cccc(NC(=O)c2ccc(CN3CCN(c4ccccc4)CC3)cc2)c1	2	4	-5	0	-1	-0.39	9	-11	-13
NS(=O)(=O)c1ccc(CCNC(=O)C2CCN(S(=O)(=O)c3cnc[nH]3)CC2)cc1	-17	2	-4	5	-5	0.58	4	-3	8
O=C1N/C(=C/c2ccc(N3CCOCC3)cc2)C(=O)N1Cc1ccc(F)cc1	-11	3	-4	-15	0	-0.32	5	-7	-9
CCOC(=O)/C=C/C(=O)OCC(=O)Nc1ccc(Cl)cn1	-8	-4	6	-14	1	-0.25	0	-7	-4
COCCCNC(=O)CN(c1cc(Cl)cc(Cl)c1)S(C)(=O)=O	-19	-3	4	30	0	0.53	-3	-5	-7
O=C(CC1Nc2ccccc2NC1=O)NCC1COc2ccccc2O1 (stereo not given)	20	1	-2	43	5	-0.48	2	-14	-1
COc1ccc(NC(=O)C2CCCN(S(=O)(=O)c3c(C)[nH]c(=O)[nH]c3=O)C2)cc1 (stereo not given)	-27	-13	10	-21	-3	0.34	-3	-7	-8
Cc1nc2ccc3nc(NC(=O)c4ccc(S(=O)(=O)N5CCOCC5)cc4)sc3c2s1	-11	1	2	6	-1	0.52	6	-8	-3
O=C1CN(C(=O)COC(=O)c2ccccc2NC(=O)c2ccco2)c2ccccc2N1	-5	-4	-1	-9	9	-0.87	-1	-9	-1
CCOC(=O)Cn1nc(-c2ccccc2)ccc1=O	-1	-5	3	-14	-4	-0.12	3	-18	0
O=C(Nc1cccc(-c2cnc3ccccc3n2)c1)c1ccc(Cl)cc1	3	5	-3	-24	2	0.15	3	-15	-5

The listing continues:
SMILES	Plk1 PBD FP	PTPN22 inh 2	PTPN22 act	cytoskel mod	FAK inh	Pyk2 oligo antag	Rev-RRE block	PLK1 kinase inh	EphB4 antag
CN(C(=O)COC(=O)c1c[nH]c(=O)[nH]c1=O)C1CCCCC1	-2	14	-10	-12	4	0.33	9	-12	2
CCC(=O)Nc1cccc(-c2nnc(-c3cccc(NC(=O)CC)c3)o2)c1	-12	-4	5	-5	-4	-2.3	-6	-8	-1
CCOc1ccc(N2C(=O)CC(NCc3ccc(F)cc3)C2=O)cc1 (stereo not given)	-1	-9	8	22	1	-0.07	0	-18	3
Cc1cc(=O)[nH]c(-n2nc(C)c(Oc3ccccc3O)c2C)n1	-2	3	-6	-1	-5	0.76	3	-6	-2
COc1ccc(C(=O)NN2CCCCC2)cc1OC	-25	2	3	11	1	1.3	5	-11	1
COc1cccc2c(=O)c(C(=O)NCc3cccs3)c[nH]c12	-5	6	-8	-31	7	-0.56	1	-13	-7
O=C(CC1c2ccccc2Oc2ccccc21)N1CCN(c2ccccn2)CC1	-15	2	-2	-12	1	-0.43	5	-4	-3
COc1ccccc1CC(NC(C)=O)C(=O)NC1CCN(c2nnnn2-c2ccccc2)CC1 (stereo not given)	0	4	0	-6	1	0.37	0	2	-5
Cc1ccc(Nc2nc(N)nc(CN3CCN(Cc4ccc5c(c4)OCO5)CC3)n2)c(C)c1	-32	-6	7	36	4	0.68	9	-3	4
CCOC(=O)c1ccc(NC(=O)N(CC)CC)cc1	-1	3	-7	16	0	-0.2	-2	-17	-6
O=C(NC1CCCC1)C(c1ccccc1)N(C(=O)c1ccno1)c1ccccc1 (stereo not given)	2	7	-7	0	-1	-1.9	1	-4	2
Cc1ccc(CNC(=O)C(Cc2ccccc2)NS(=O)(=O)c2ccc3c(c2)CCC(=O)N3)cc1 (stereo not given)	22	5	-8	9	-8	·	-2	-9	-3
COc1ccccc1C(=O)NCc1ccccc1	-19	11	-11	-21	0	0.03	3	-19	1
CC1=C/C(=C\c2ccc3c(c2)OCO3)C(=O)S1	1	-1	1	2	0	1.4	4	-1	-2
O=C(NCc1ccccc1)c1cc2nc(C3CC3)cc(C(F)(F)F)n2n1	-12	-1	3	2	1	0.57	3	-7	8
COc1ccccc1NCCC(=O)OCC(=O)NCc1ccco1	-30	-3	4	-5	18	-0.04	-4	-8	-1
COc1ccccc1C1=Nc2cccc3cccc(c23)N1	-14	9	-7	-1	-3	-0.98	-2	5	-2
CC1CCc2c(sc3nn[nH]c(=O)c23)C1 (stereo not given)	-5	-4	1	0	26*	-0.35	4	-1	-5
CC(=O)c1c(C)nn(C(C)CC(=O)O)c1C (stereo not given)	-8	-1	0	-5	0	-0.97	11	-4	2
CC(C)Nc1nc(NC(C)C)nc(N(C)N)n1	-7	2	1	-16	0	-0.57	9	-9	3
Nc1ccc(Br)c2c1C(=O)c1ccccc1C2=O	15	6	-4	27	8	·	-6	2	3
Cc1nc2ccccc2c2c1C(=O)N(C1CCCCCCC1)C2=O	-8	5	-3	-34	4	0.82	4	-8	-11
O=C(CSc1nnc2ccccn12)NC(=O)NC1CCCC1	-19	0	-1	10	-7	1.1	5	-9	-1
O=C(O)c1ccc(-c2ccco2)n1Cc1ccccc1	3	-3	2	-6	6	0.15	16	-3	11
O=C(CSc1ccc(-c2ccccc2)nn1)NCc1ccco1	-8	0	-5	-2	-2	-0.02	6	-11	7
CCn1c(SCC(=O)c2ccc3c(c2)Cc2ccccc2-3)nnc1-c1ccc(N)cc1	19	12	-11	-5	0	1.4	3	-5	0
